Bioassay records (PubChem BioAssay)
TRPC4 block = blocks the mouse TRPC4 cation channel | Q9QUQ5 | HEK293 TRPC4beta/mu-opioid, DAMGO-evoked Fluo4 calcium flux; hits give low values | B-score at 10 µM | 300,000 compounds, 0.39% hits;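 active means B-score over 3 SD under the library average, no early fluorescence shift, positive overall ratio signal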
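Signal: kinetic Fluo4 fluorescence imaging of calcium influx. Material: stable TRPC4beta/mu-opioid receptor HEK293 cells. Probe or stimulus: DAMGO in two steps, submaximal then maximal.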
MrgX1 antag = human MrgX1 receptor antagonism, primary screen; 310,000 compounds, 1.3% hits; B-score at 10 µM; MRGX1-HEK293 calcium flux, Fluo-4, BAM8-22 antagonism; hits give low values;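 active means calcium-response B-score plate-corrected more than 3 library SD below zero, starting fluorescence within 5 deviations, no agonist response on first addition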;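 further: peak minus trough fluorescence over baseline after final BAM8-22 challenge near maximal dose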
SKKanGAS inh = SKKanGAS growth inhibition. S. pyogenes SKKanGAS, kanamycin growth, BacTiter-Glo, 6 h. inhibition, % at 7.5 µM. 300,000 compounds, 1.3% hits;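 active means mean replicate score, as percent of positive control median, at least 50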;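 further: strain carries kanamycin resistance gene driven by streptokinase promoter and grows in 40 µg/ml kanamycin; loss of luminescence reflects streptokinase promoter inhibition or plain growth inhibition; 0% = median of DMSO wells and 100% = positive control at its reference dose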
TMEM16A act = activators or potentiators of mouse TMEM16A chloride channel; 340,000 compounds, 0.3% hits; B-score at 10 µM; HEK293 TMEM16A/YFP-H148Q/I152L, iodide quench fluorescence; hits give low values;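 active means fluorescence-ratio B-score plate-corrected deviation score at least 3 library SD below zero, with starting fluorescence score within 5 deviations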;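 further: channel opened by trigger with iodide after compound preincubation; score built on the fluorescence ratio of max minus min over baseline; more negative score means more quench and so TMEM16A activation or potentiation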
TRPC6 activator = mouse TRPC6 channel activation | B-score at 10 µM | AID 2550 | 310,000 compounds, 0.13% hits | HEK293-TRPC6 membrane potential dye fluorescence; hits give high values | Q61143;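 active means B-score of the integrated fluorescence ratio above library mean plus 3 SD, and starting fluorescence ratio within library mean plus 5 SD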;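 further: higher score means more depolarization so channel activation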
Target sequence (Q61143 whole entry, looked up): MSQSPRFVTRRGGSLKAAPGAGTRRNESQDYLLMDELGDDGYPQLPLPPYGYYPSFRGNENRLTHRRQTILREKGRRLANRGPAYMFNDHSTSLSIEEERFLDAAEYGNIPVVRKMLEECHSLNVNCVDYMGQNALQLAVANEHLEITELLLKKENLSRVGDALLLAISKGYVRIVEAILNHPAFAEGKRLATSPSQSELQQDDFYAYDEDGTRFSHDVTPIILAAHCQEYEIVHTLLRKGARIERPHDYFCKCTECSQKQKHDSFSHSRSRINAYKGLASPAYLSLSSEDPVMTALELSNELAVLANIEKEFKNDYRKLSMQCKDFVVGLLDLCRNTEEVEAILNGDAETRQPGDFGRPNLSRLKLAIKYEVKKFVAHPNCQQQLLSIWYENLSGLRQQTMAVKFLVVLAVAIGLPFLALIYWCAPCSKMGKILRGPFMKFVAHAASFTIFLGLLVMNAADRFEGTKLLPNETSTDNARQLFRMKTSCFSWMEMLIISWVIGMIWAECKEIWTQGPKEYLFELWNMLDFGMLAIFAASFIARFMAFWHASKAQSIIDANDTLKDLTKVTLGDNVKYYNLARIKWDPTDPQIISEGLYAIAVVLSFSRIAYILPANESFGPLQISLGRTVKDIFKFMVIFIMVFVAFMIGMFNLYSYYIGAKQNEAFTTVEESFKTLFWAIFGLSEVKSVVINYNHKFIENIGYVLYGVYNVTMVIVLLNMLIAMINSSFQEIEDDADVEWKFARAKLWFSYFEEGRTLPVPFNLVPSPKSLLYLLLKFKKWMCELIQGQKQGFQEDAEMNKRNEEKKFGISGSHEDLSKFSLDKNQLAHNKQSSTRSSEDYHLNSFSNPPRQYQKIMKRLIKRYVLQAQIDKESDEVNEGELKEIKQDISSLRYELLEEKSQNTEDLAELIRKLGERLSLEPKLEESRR
ANO1 block = blocks the mouse calcium-activated chloride channel TMEM16A | Q8BHY3 | HEK293 TMEM16A/YFP iodide influx fluorescence, ionomycin | normalized B-score (activity score, 25-100; higher = stronger inhibition) at 10 µM | 310,000 compounds, 1.2% hits | AID 588511;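 active means ratio plate-corrected score three or more library SD toward inhibition, starting fluorescence score within five deviations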;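 further: score derived from kinetic fluorescence span divided by baseline fluorescence per well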
TRPC4 agonist = TRPC4 (mouse) channel activation; Q9QUQ5; HEK293 TRPC4beta/mu-opioid, Fluo4 calcium fluorescence; hits give high values; B-score at 10 µM; 310,000 compounds, 0.49% hits;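 active means B-score above 5 SD of library B-scores, and initial fluorescence ratio not above library mean plus 5 SD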;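 further: positive B-score marks a calcium rise read as TRPC4 activation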
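Assay system: HEK293 stable line with TRPC4beta plus mu-opioid receptor. Times: dye 45 min RT, read 110 s. Measured by: kinetic Fluo4 calcium fluorescence. Measure: B score of integrated ratio. Controls: assay buffer as low control, maximal DAMGO as high control.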
TRPC4 potent = TRPC4 (mouse) allosteric potentiation; AID 2227; Q9QUQ5; 310,000 compounds, 0.42% hits; B-score at 10 µM; HEK293 TRPC4beta/mu-opioid, DAMGO EC20, Fluo-4 Ca2+ flux; hits give high values;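 active means B-score of calcium response area above 5 SD of library B-scores, with initial fluorescence ratio within 5 SD of library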;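 further: B-score of integrated fluorescence ratio over time as area under calcium response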
MrgX1 ag = agonists of human MrgX1 receptor; Q96LB2; MrgX1-HEK293 cells, Fluo-4 calcium fluorescence, agonist mode; hits give high values; B-score at 10 µM; 310,000 compounds, 0.44% hits; AID 588627;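 active means calcium response B-score plate-corrected fluorescence ratio at least 3 library SD, with starting fluorescence B-score inside 5 SD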
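Assay system: MrgX1-expressing HEK293 cells / Amount: fifteen thousand cells per well / Doses: test compound in the initial addition of three / Timing: cells plated overnight, dye loaded 0.5 h 37 °C, 0.5 h room temperature / Technique: kinetic calcium dye fluorescence, Fluo-4 NW / Control set: positive and negative controls per plate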
TRPC6 inhibitor = mouse TRPC6 channel inhibition; HEK293-TRPC6, membrane potential dye, ACh-evoked depolarization; hits give low values; 310,000 compounds, 1.1% hits; Q61143; AID 2553; B-score at 10 µM;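 active means B-score under library mean minus 3 SD, initial fluorescence not abnormally high, positive integrated signal ratio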;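 further: B-score derived from integrated fluorescence ratio over the kinetic read; more negative B-score means stronger inhibition of depolarization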
MrgX1 allo act = human MrgX1 positive allosteric modulation, primary screen; B-score at 10 µM; 310,000 compounds, 0.63% hits; MrgX1-HEK293, Fluo-4 calcium flux, FDSS; hits give high values;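 active means plate-corrected calcium response at least 3 library SD above typical, normal starting fluorescence, not activating the receptor alone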;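 further: compound read alongside a low EC10 to EC30 dose of BAM8-22 agonist; peak minus trough fluorescence over baseline measured at the second addition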
Active calls of the source: *; i = inactive.

SMILES	TRPC4 block	MrgX1 antag	SKKanGAS inh	TMEM16A act	TRPC6 activator	ANO1 block	TRPC4 agonist	TRPC4 potent	MrgX1 ag	TRPC6 inhibitor	MrgX1 allo act
CCCCC(CC)C(=O)Nc1cc(=O)[nH]c2nc3ccccc3n12 (stereo not given)	i	i	6	i	i	i	i	i	i	i	i
COc1ccc(CNC(=O)c2ccc(Cn3cc(Br)cn3)o2)cc1	i	i	-2	i	i	i	i	i	i	i	i
COc1ccccc1-c1nnc(NC(=O)C(C)Sc2nncn2C)s1 (stereo not given)	i	i	-2	i	i	i	i	i	i	i	i
O=C(COc1ccc2c3c(c(=O)oc2c1)CCC3)NCCCN1CCCC1=O	i	i	-17	i	i	i	i	i	i	i	i
CCN(CC)C(=O)C1CC(=O)N(c2ccc(OC)cc2)C1c1ccc(OC)cc1 (stereo not given)	i	i	3	i	i	i	i	i	i	i	i
O=C(CSc1ccc(F)cc1)NC(=O)NCc1ccccc1	i	i	1	i	i	i	i	i	i	i	i
O=C(CCC(=O)Nc1cccc2ccccc12)N/N=C/c1ccco1	i	i	-5	i	i	i	i	i	i	i	i
O=C(COc1ccc(S(=O)(=O)N2CCCC2)cc1)NCC1CCCO1 (stereo not given)	i	i	-3	i	i	i	i	i	i	i	i
N/C(=N\OC(=O)COc1ccc(Cl)cc1)c1ccc(Cl)cc1	i	i	-3	i	i	i	i	i	i	i	i
COc1ccc(CCC(C)NCc2cc(OC)cc(OC)c2)cc1 (stereo not given)	i	i	1	i	i	i	i	i	i	i	i
CCCN(CCC)CCCNC(=O)c1cc2cc3ccc(Cl)cc3nc2o1	i	i	-1	i	i	i	53*	i	i	i	i
CC(=O)c1ccc(N2CCN(S(=O)(=O)c3c(C)[nH]c(C)c3C(=O)N3CCCC3)CC2)cc1	i	i	-1	i	i	i	i	i	i	i	i
Cc1oc2c(C)c3oc(=O)c(CCC(=O)O)c(C)c3cc2c1-c1ccccc1	i	i	33	i	i	i	i	i	i	i	i
COC(=O)CNC(=O)C(Cc1c[nH]c2ccccc12)NC(=O)Oc1ccccc1 (stereo not given)	i	i	5	i	i	i	i	i	i	i	i
COc1ccc(/C=N/Nc2cn[nH]c(=O)c2Cl)cc1	i	i	22	i	i	i	i	i	i	i	i
COc1cc2cc(C#N)c(SCC(=O)Nc3cc(C)on3)nc2cc1OC	i	i	26	i	i	i	i	i	i	i	i
CCN1CCN(CC(=O)c2c[nH]c3ccc(C)cc23)CC1	i	i	-21	i	i	i	i	i	i	i	i
O=C(O)c1ccccc1OC(C(=O)Nc1cc(Cl)cc(Cl)c1)c1ccccc1 (stereo not given)	i	i	11	i	i	i	i	i	i	i	i
CCCCN(CCCNC(=O)C1CCN(S(=O)(=O)N2CCOCC2)CC1)c1ccccc1	i	i	0	i	i	i	i	i	i	i	i
Cc1ccc(C(=O)N2CCN(c3ccccc3Cl)CC2)cc1[N+](=O)[O-]	i	i	15	i	i	i	i	i	i	i	i
CC(C)C(NC(=O)c1ccccc1Cl)C(=O)OCc1nc2scc(-c3ccccc3Cl)c2c(=O)[nH]1 (stereo not given)	i	i	10	i	i	i	i	i	i	i	i
CCCNC(=O)c1ccc(-c2nc3ccccc3s2)s1	i	i	10	i	i	i	i	i	i	i	i
CCCn1c(=S)[nH]c2cc(C(=O)NCC3CCCO3)ccc2c1=O (stereo not given)	i	i	4	i	i	i	i	i	i	i	i
O=C(Cc1ccccc1)NC1(Cc2ccc(O)cc2)CCCCC1	i	i	7	i	i	i	i	i	i	i	i
Cc1ccc(Nc2nc(N3CCOCC3)c3ccccc3n2)cc1	i	i	-3	i	i	i	i	i	i	-5.3*	i
Cc1cccc(C)c1NC(=O)C1(N(Cc2ccco2)C(=O)Cn2nnnc2N)CCCCC1	i	i	5	i	i	i	i	i	i	i	i
COC(=O)c1ccccc1NC(=S)NC(=O)c1ccccc1F	i	i	-1	i	i	i	i	i	i	i	i
O=C(c1cncc(Br)c1)N1CCN(c2ccc(N3CCOCC3)nn2)CC1	i	i	-1	i	i	i	i	i	i	i	i
Cc1cc(-c2nn3c(-c4ccccc4)nnc3s2)c2ccccc2n1	i	i	-9	i	i	i	i	i	i	i	i
COc1ccc(Cc2nc3ccccc3[nH]c2=O)cc1	i	i	-6	i	i	i	i	i	i	i	i
Cc1nn(Cc2ccc(Cl)cc2Cl)c(C)c1NC(=O)c1sc2ccccc2c1Cl	i	i	11	i	i	i	i	i	i	i	i
CC(C)(C)C(=O)NC(=S)Nc1cc(C(=O)O)ccc1Cl	i	i	4	i	i	i	i	i	i	i	i
CCC(C)(C)C1CCC(=NNC(=O)c2ccc(Br)o2)CC1 (stereo not given)	i	i	14	i	i	i	i	i	i	i	i
CCCC(=O)Nc1ccc(C(=O)NN=C(C2CC2)C2CC2)cc1	i	i	0	i	i	i	i	i	i	i	i
Cc1nc(SC(C)C(=O)NC2CCCCC2C)c2c(C)c(C)sc2n1 (stereo not given)	i	i	-5	i	i	i	i	i	i	i	i
Cn1cnnc1-c1cccc(NC(=O)c2cc(F)c(F)cc2Cl)c1	i	i	-2	i	i	i	i	i	i	i	i
Cc1cc(C)c2cc(CNC3CCCC3)c(Cl)nc2c1	i	i	0	i	i	i	i	i	i	i	i
CC1SCC(NC(=O)c2ccccc2Cl)CS1 (stereo not given)	i	i	-1	i	i	i	i	i	i	i	i
Cc1ccc(N2C(=O)N(CC(=O)N3CCCc4ccccc43)C(=O)C2C)cc1 (stereo not given)	i	i	-11	i	i	i	i	i	i	i	i
Cc1ccccc1NC(=O)COc1coc(CN2CCN(c3ccccc3)CC2)cc1=O	i	i	-7	i	i	i	i	i	i	i	i
CCOc1ccc(CCNC(=O)CCc2nnc3ccc(N4CCCC4)nn23)cc1OCC	i	i	-15	i	i	i	i	i	i	i	i
CC1(C)CC(=O)C2=C(C1)Nc1ccccc1NC2c1cccs1 (stereo not given)	i	i	0	i	i	i	i	i	i	i	i
COc1ccc(O)c(/C=N/NC(=O)CN2CCS(=O)(=O)CC2)c1	i	i	28	i	i	i	i	i	i	i	i
CC(C)(C)NC(=O)c1ccc2c3c(cccc13)CC2	i	i	-5	i	i	i	i	i	i	i	i
CCCCOc1ccc(/C(O)=C(\C#N)c2nc3ccccc3[nH]2)cc1	i	i	3	i	i	i	i	i	i	i	i
C=CCNC(=O)c1ccc2nccnc2c1	i	i	4	i	i	i	i	i	i	i	i
Oc1ccccc1/C=N/N1CCN(c2ccccn2)CC1	i	i	3	i	i	i	i	i	i	i	i
O=C(O)c1cnn2c(-c3ccc(F)cc3)ccnc12	i	i	-3	i	i	i	i	i	i	i	i
COc1ccc2oc(C(=O)NCc3cc(OC)c(OC)cc3OC)c(C)c2c1	i	i	-4	i	i	i	i	i	i	i	i
CCOc1ccc(S(=O)(=O)N2CCN(S(=O)(=O)c3ccc(C(C)=O)cc3)CC2)cc1	i	i	2	i	i	i	i	i	i	i	i

Further results follow.
SMILES	TRPC4 block	MrgX1 antag	SKKanGAS inh	TMEM16A act	TRPC6 activator	ANO1 block	TRPC4 agonist	TRPC4 potent	MrgX1 ag	TRPC6 inhibitor	MrgX1 allo act
O=C(C1CCCN(S(=O)(=O)c2cnc[nH]2)C1)N(CCc1ccccc1)Cc1ccccc1 (stereo not given)	i	i	7	i	i	i	i	i	i	i	i
CCC(C)(C)NC(=O)C(C)OC(=O)c1nsc(Cl)c1Cl (stereo not given)	i	i	0	i	i	i	i	i	i	i	i
COc1ccc(CNC(=O)CCCn2nc(C)c([N+](=O)[O-])c2C)cc1	i	i	-4	i	i	i	i	i	i	i	i
COc1ccc(C(=O)NC2CCN(C(=S)NCc3ccco3)CC2)cc1	i	i	-1	i	i	i	i	i	i	i	i
O=C(c1[nH]ncc1[N+](=O)[O-])N1CCOCC1	i	i	-1	i	i	i	i	i	i	i	i
CCOC(=O)c1cc(-c2ccccc2)sc1NC(=S)Nc1cccc(C)n1	i	i	5	i	i	i	i	i	i	i	i
COc1ccc(S(=O)(=O)N(C)c2ccc(OC(=O)C(C)Oc3ccc(F)cc3)cc2)cc1 (stereo not given)	i	i	-7	i	i	i	i	i	i	i	i
CNc1nc(SCc2ccccc2Cl)nc2c1CCCC2	-6*	i	34	i	i	100*	i	i	i	i	i
COc1cc(/C=N/NC(=O)C(=O)Nc2ccccn2)ccc1O	i	i	9	i	i	i	i	i	i	i	i
Cc1nc(Nc2ccc(C(=O)O)cc2)sc1-c1ccccc1	i	i	-10	i	i	i	i	i	i	i	i

7 consecutive entries already listed:
SMILES	TRPC4 block	MrgX1 antag	SKKanGAS inh	TMEM16A act	TRPC6 activator	ANO1 block	TRPC4 agonist	TRPC4 potent	MrgX1 ag	TRPC6 inhibitor	MrgX1 allo act
COc1ccc(C(=O)NC2CCN(C(=S)NCc3ccco3)CC2)cc1	i	i	-1	i	i	i	i	i	i	i	i
O=C(c1[nH]ncc1[N+](=O)[O-])N1CCOCC1	i	i	-1	i	i	i	i	i	i	i	i
CCOC(=O)c1cc(-c2ccccc2)sc1NC(=S)Nc1cccc(C)n1	i	i	5	i	i	i	i	i	i	i	i
COc1ccc(S(=O)(=O)N(C)c2ccc(OC(=O)C(C)Oc3ccc(F)cc3)cc2)cc1 (stereo not given)	i	i	-7	i	i	i	i	i	i	i	i
CNc1nc(SCc2ccccc2Cl)nc2c1CCCC2	-6*	i	34	i	i	100*	i	i	i	i	i
COc1cc(/C=N/NC(=O)C(=O)Nc2ccccn2)ccc1O	i	i	9	i	i	i	i	i	i	i	i
Cc1nc(Nc2ccc(C(=O)O)cc2)sc1-c1ccccc1	i	i	-10	i	i	i	i	i	i	i	i
